Screening results (PubChem)
GAA glycogen: alters human alpha-glucosidase cleavage of glycogen; P10253; recombinant GAA, glycogen substrate, Amplex Red glucose oxidase fluorescence; Potency, µM (doses to about 76.4 µM), without a hit: top-dose activity change, negative = inhibition, hits mostly inhibitors; 300,000 compounds, 0.38% hits; AID 2100;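 note: 0% = full enzyme reaction and -100% = no-enzyme basal signal; the screen sought inhibitors and activators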
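Recombinant enzyme (4 nM final) with compounds titrated up to 77 uM and bovine liver glycogen (30 ug) in citrate pH 5.0, 0.01% Tween-20, 37 C 40 min. Released glucose detected by Amplex Red/glucose oxidase (Ex 573/Em 610); AC50 from Hill fits.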
JMJD2E inh: JMJD2E (human) inhibition. B2RXH2. JMJD2E catalytic domain, FDH-coupled NADH fluorescence (FDH is formaldehyde dehydrogenase). Potency, µM (doses to about 57.1 µM), for the others: top-dose activity change, negative = inhibition, actives largely listed as inhibitors. 230,000 compounds, 1.6% hits; active = well fitted inhibition curve with a large enough effect, not every such curve was filed as active; inconclusive = small, poorly fitted or top-dose-only effect, or another doubt; inactive = no such curve, though single readings can be large or run the other way;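 note: 0% = wells with enzyme and -100% = buffer wells without enzyme; nearly all actives have a fitted effect of over 50% in size; many of its hits are not listed in these tables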
aGal spleen mod: alpha-galactosidase A (human) modulation | human spleen homogenate, 4MU-alpha-Gal fluorescence, 40 min | P06280 | Potency, µM (titrated, usually from 80 µM), without a hit: at the top dose activity change, negative = inhibition, usual class: inhibitors | 240,000 compounds, 0.008% hits;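 note: 0% = enzyme with vehicle and -100% = no enzyme basal signal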
Target sequence (P06280 32-429 limits assumed): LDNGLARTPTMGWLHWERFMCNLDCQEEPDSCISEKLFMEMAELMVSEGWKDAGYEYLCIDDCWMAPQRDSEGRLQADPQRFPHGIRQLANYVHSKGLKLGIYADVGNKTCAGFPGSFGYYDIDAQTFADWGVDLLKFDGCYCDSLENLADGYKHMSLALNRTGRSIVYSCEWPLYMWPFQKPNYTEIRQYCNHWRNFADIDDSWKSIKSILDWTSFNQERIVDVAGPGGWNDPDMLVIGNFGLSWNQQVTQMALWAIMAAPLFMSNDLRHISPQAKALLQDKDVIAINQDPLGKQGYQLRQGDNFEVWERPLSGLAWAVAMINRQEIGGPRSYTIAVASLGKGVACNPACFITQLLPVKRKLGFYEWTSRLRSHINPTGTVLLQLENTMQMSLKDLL
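Human spleen homogenate (1 ug) as enzyme source, 4-methylumbelliferyl-alpha-D-galactopyranoside 1 mM final, citrate/phosphate pH 5.0 with 0.01% Tween-20. Compounds 40 min at 37C, NaOH/glycine stop; fluorescence Ex 365/Em 440, Hill-fit AC50.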
SMN2 splice up: enhancers of SMN2 splice variant expression; Potency, µM (titrated, usually from 46.1 µM), for the others: at the highest dose activity change, positive = activation, usual class: activators; 210,000 compounds, 2.8% hits; AID 1458; HEK293 SMN2-luciferase splicing reporter, luminescence, 30-36 h; note: % of control where 0% means no effect; nearly all actives have a fitted effect of over 55% in size
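qHTS luciferase splicing reporter: luminescence rises when SMN2 exon 7 is included in transfected HEK293 cells. Compound exposure lasted 30-36 h at 37C, with 4.5 mM final sodium butyrate as control, followed by a ONE-Glo read.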
GAA inhib: inhibitors of human lysosomal alpha-glucosidase; P10253; purified human GAA, 4-MU-alpha-glucoside fluorescence; Potency, µM (titrated, usually from 76.9 µM), for the others: top-dose activity change, negative = inhibition, actives largely listed as inhibitors; 200,000 compounds, 0.005% hits;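 note: plate controls were uninhibited enzyme wells for no effect and no-enzyme background for full effect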
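qHTS format, compound range up to 77 uM. Human lysosomal enzyme at 4 nM, 400 uM 4-MU glucoside substrate, pH 5.0, 20 min room temperature; fluorescence after alkaline stop gives activity normalized to controls.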
ALDH1A1 inh: blocks purified human ALDH1A1 activity; P00352; Purified ALDH1A1, NADH fluorescence, propionaldehyde substrate; Potency, µM (doses to about 75.3 µM), without a hit: at the highest dose activity, negative = inhibition, actives largely listed as inhibitors; 220,000 compounds, 7.3% hits; AID 1030; active = well fitted inhibition curve with a large enough effect, not every such curve was filed as active; inconclusive = small, poorly fitted or top-dose-only effect, or another doubt; inactive = no such curve, though single readings can be large or run the other way;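 note: plate controls were no enzyme wells and a reference inhibitor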
RGS12 GoLoco inh: RGS12 GoLoco-Gai1 interaction inhibition | P63096 | Gai1:RGS12 GoLoco peptide FP, rhodamine, 10 min | Potency, µM (titrated, usually from 61.6 µM), for inactives: at the top dose activity, negative = inhibition, actives largely listed as inhibitors | 230,000 compounds, 0.44% hits; active = well fitted inhibition curve with a large enough effect, not every such curve was filed as active; inactive = no such curve, though single readings can be large or run the other way; note: % is set by controls: 0 for no effect and ±100 for the full control effect; nearly all actives have a fitted effect of over 30% in size; many of its hits are not listed in these tables
Target sequence (P63096 whole entry, looked up): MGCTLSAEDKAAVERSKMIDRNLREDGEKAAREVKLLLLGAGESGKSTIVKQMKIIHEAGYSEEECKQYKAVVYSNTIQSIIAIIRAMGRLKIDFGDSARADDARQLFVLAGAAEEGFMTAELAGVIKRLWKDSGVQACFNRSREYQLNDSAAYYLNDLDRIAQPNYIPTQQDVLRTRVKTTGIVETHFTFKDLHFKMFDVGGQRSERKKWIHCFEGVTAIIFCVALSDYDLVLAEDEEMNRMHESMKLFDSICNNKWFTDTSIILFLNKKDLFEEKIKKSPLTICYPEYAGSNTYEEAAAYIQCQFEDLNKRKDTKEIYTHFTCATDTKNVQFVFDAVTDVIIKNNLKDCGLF
aGlu spleen mod: inhibitors or activators of human alpha-glucosidase in spleen homogenate; P10253; human spleen homogenate, 4-MU-alpha-glucoside fluorescence; Potency, µM (top dose mostly 79.9 µM), for inactives: at the top dose activity change, negative = inhibition, usual class: inhibitors; 240,000 compounds, 0.006% hits;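 note: 0% = enzyme with vehicle and -100% = no enzyme basal signal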
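Enzyme source: human spleen homogenate, 1 ug/well. Buffer 50 mM citric acid/K phosphate pH 5.0, 0.01% Tween-20. 4-MU-alpha-glucoside 1 mM; 37 C x 40 min; NaOH/glycine stop; fluorescence.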
* = called active by the depositor; u = inconclusive; x = no result given; & = joins results of further samples; [ ] = remark or other dose. Unless noted, calls come from the whole dose curve; as a rule, active = well fitted curve in the direction sought with a large enough effect; inconclusive = small, poorly fitted or top-dose-only effect, or another doubt; inactive = no such curve, though single readings can be large; an effect the other way counts as inactive or inconclusive. Potency is the fitted concentration of half-maximal effect.

SMILES | GAA glycogen | JMJD2E inh | aGal spleen mod | SMN2 splice up | GAA inhib | ALDH1A1 inh | RGS12 GoLoco inh | aGlu spleen mod
COc1ccc(N(C)C(=O)c2oc(=O)c3ccccc3c2-c2ccccc2)c(OC)c1 | -7% | -12% | -15% | x | x | x | -1% | 0%
Cc1nc2ccc(N=NN(C)C)cc2[nH]1 | 5% | u | -2% | x | x | x | -3% | -2%
COc1ccc(-c2c(C#N)c(N)nc3c2CCCCCC3)cc1OC | 2% | u | -6% | -1% | -3% | -9% | 6% | 2%
COc1ccccc1NC(C)C(=O)N/N=C/c1ccccc1OCc1cccc(Br)c1 (stereo unspecified) | -2% | -16% | 6% | 0% | -4% | 2% | -3% | -5%
Cc1nc2c(ccc3nc(NC(=O)Cc4cccc5ccccc45)sc32)s1 | -5% | -6% | 3% | -62%[inhibitor] | -3% | -4% | 9% | -1%
CCCN(CCC)S(=O)(=O)c1ccc(C(=O)NNc2nc(-c3ccccc3)c3cc(Br)ccc3n2)cc1 | u | 1% | 3% | -7% | -8% | 6% | 7% | 1%
COC(=O)c1ccc(Nc2cc(C)nc3ccc(C)cc23)cc1 | 4% | u | 6% | x | 3%[15.4 µM] | 2% | 10% | 1%
N/C(=N\OC(=O)CCC1CCCC1)c1ccccc1 | -3% | 5% | 4% | 7% | 2% | -4% | -7% | -14%
O=C1C(Cc2ccccc2)NC(=S)N1Cc1ccccc1 (stereo unspecified) | u | -9% | 2% | 7% | 8% | -8% | 3% | -2%
O=C(Nc1ccc(F)cc1)OCCN1CCN(Cc2ccccc2)CCC1=O | -17% | 4% | 5%[119 µM] | -35%[inhibitor] | -9%[15.4 µM] | 3%&3% | 5%[88.7 µM] | 5%[119 µM]
CC(C)CCN(C(=O)CNC(=O)c1ccco1)C(C(=O)NC1CCCCC1)c1ccco1 (stereo unspecified) | -6% | 5% | 0% | 7% | u | -34% | 6% | 5%
COc1ccccc1-c1nnc(SCC(=O)N2CCC(C)CC2)o1 | 7% | -2% | 5% | -19% | -3% | -4% | 2% | 3%
O=C1C2ON(c3ccccc3)C(c3cccnc3)C2C(=O)N1Cc1ccccc1 (stereo unspecified) | -1% | -20% | 11% | -6% | -10% | 35µM* | 0% | 3%
CC(C)NS(=O)(=O)c1ccc(OCC(=O)Nc2cccc(F)c2)cc1 | -2% | 16% | 3% | 11% | 11% | 11% | 3% | 11%
O=C(N1CCOCC1)C1(c2ccc(Cl)cc2)CCCC1 | 0% | -8% | 4% | 11% | -6% | u | -5% | -6%
O=C(Nc1nc(-c2ccccc2)c(-c2ccccc2)s1)c1ccc(S(=O)(=O)N2CCCC2)cc1 | 3% | -1% | 2% | -66%[inhibitor] | -3% | 11% | 3% | -1%
O=S(=O)(c1ccccc1F)N(Cc1ccco1)Cc1nnc(-c2ccccc2Br)o1 | -9% | 2% | 6% | -22% | -7% | 14µM* | -8% | 4%
COc1ccc(CNC(=O)Oc2ccccc2)cc1Cl | 5% | -2% | -3% | 1% | -2% | 2% | 3% | -5%
NCCc1nnc(SCC(=O)c2ccc(Cl)cc2)o1 | -4% | 0% | 1% | x | x | x | 4% | -9%
CC(=O)NNc1nc(-c2ccc(NC(C)=O)cc2)cs1 | u | 1% | 7% | 13% | 2% | -2% | 60%[activator] | -3%
CN(C)S(=O)(=O)c1ccc(Cl)c(NC(=O)CN2C(=O)NC(C)(C3CC3)C2=O)c1 (stereo unspecified) | 1% | -1% | 3% | x | x | x | 10% | 6%
O=C(CSCc1ccc(Br)cc1)NC1CC1 | 19% | 2% | -1% | 2% | -21% | 20% | 31%[activator] | 0%
O=C(Cn1ncc2c(=O)oc3ccccc3c21)NCCCN1CCCC1=O | 7% | 12% | -7% | -9% | -1% | -1% | 6% | -2%
O=c1c2ccccc2nc(-c2ccccc2)n1Cc1ccco1 | 8% | 1% | 1% | -16% | -5% | u | 8% | 0%
COc1cccc(CN2CCNC(=O)C2CC(=O)NCCc2cccc(C)n2)c1OC (stereo unspecified) | 27% | -5% | 2% | -2% | -3% | 4% | 7% | 7%
Cc1ccc2c(c1)[nH]c1c(N3CCN(Cc4ccccc4)CC3)ncnc12 | -15% | u | 8% | -37%[inhibitor] | u | u | 9% | 3%
Cc1[nH]c2ccccc2c1CN1CCC(Cc2ccccc2)CC1 | -5% | 25µM* | -6% | -14% | -12% | u | 4% | x
COc1cccc(NC(=O)NCc2ccccc2F)c1 | 7% | 2% | -2% | 28% | u | 0% | 2% | -3%
CCOc1cc(/C=N/Nc2cc(C)nc(-n3nc(C)cc3C)n2)ccc1O | -5% | u | 0% | x | x | x | 0% | -5%
Cn1c(N)c(C(=O)COC(=O)c2ncc(Cl)c(Cl)c2Cl)c(=O)n(C)c1=O | 1% | -5% | -1% | u | 1% | -10% | 9% | 1%
CCOC(=O)c1cnc2c(C#N)c(C)nn2c1-c1ccccc1 | -4% | u | -5% | -34%[inhibitor] | -4% | -10% | 20% | 1%
COc1ccc(N(CC(O)Cn2c(C)nc3ccccc32)S(=O)(=O)c2ccc(C)cc2)cc1 (stereo unspecified) | -5% | -3% | 7% | -22% | -6% | u | 9% | 5%
O=C(NCCC1=CCCCC1)C(=O)NCC(c1ccco1)N1CCN(c2ccc(F)cc2)CC1 (stereo unspecified) | -2% | 6% | -2% | u | -3% | -2% | -1% | 6%
Cc1ccc(C)n1CCN1CCN(C(=O)CSc2nc3ccccc3nc2N2CCOCC2)CC1 | 9% | -14% | -7% | u | -1% | -9% | -2% | -9%
O=C1CCC(=O)c2oc3ccccc3c2N1 | -15% | u | 5% | -15% | 3% | -4% | -10% | 6%
O=C(CC1NCCNC1=O)OCCCc1ccccc1 (stereo unspecified) | 6% | 0% | -3% | 9% | -10%[15.4 µM] | 0% | 4% | 5%
CCCCC(=O)Nc1ccc(NC(=O)c2ccc([N+](=O)[O-])cc2Cl)cc1OC | 3% | 4% | 0% | u | 0% | -9% | 15% | 5%
CN(C)C(=O)CSc1nc(SCC(=O)N(C)C)n(-c2ccccc2)n1 | -8% | 3% | -3% | -2% | 7% | 0% | -1% | -2%
COc1ccc(Cn2nnnc2C(c2ccc3ncccc3c2)N2CCN(C3CCCCC3)CC2)cc1 (stereo unspecified) | 18% | 1% | -1% | x | 8% | u | 7% | 4%
CC1=C(C(=O)Nc2ccccc2)C(c2ccncc2)C(C#N)=C(SCC(=O)NC2CC2)N1 (stereo unspecified) | -3% | 4% | -1% | -9% | -3% | -12% | 2% | 1%
Cc1ccc(C(=O)c2ccc(N3CCN(C)CC3)c([N+](=O)[O-])c2)cc1 | -3% | -2% | 1% | -37%[inhibitor] | 0% | 4% | 14% | 4%
COc1cc(CCC(=O)OCC(=O)Nc2nc(C)c(Cl)cc2Cl)cc(OC)c1OC | 3% | 1% | -3% | 13% | -11% | -2% | 3% | -22%
C/C(=N\NC(=S)NC(C)C)c1ccc(C(C)(C)C)cc1 | -5% | -6% | -8% | 1% | -4% | u | 12% | -11%
O=C(CCn1nc(-c2ccc(Cl)cc2)ccc1=O)NCCCN1CCCCCC1 | 12% | -8% | -2% | -12% | -5% | -6% | 3% | 1%
C/C(=N/NC(=O)C1COc2ccccc2O1)c1ccc(Br)s1 (stereo unspecified) | 4% | 0% | -3% | x | x | x | 4% | -10%
O=C(Cn1c(=O)n(Cc2ccco2)c(=O)c2ccccc21)Nc1cccc(Cl)c1 | 5% | -28% | 5% | -11% | -8% | -3% | 11% | 8%
O=C(NN1C(=O)c2ccccc2NC1c1ccco1)c1ccccc1 (stereo unspecified) | 6% | u | 1% | 8% | -2% | -8% | -7% | 2%
CCOc1ccc(N2CC(C(=O)NCCC3=CCCCC3)CC2=O)cc1 (stereo unspecified) | 2% | -2% | 20% | -21% | -8% | u | 4% | 4%
COc1cc(/C=N/N=C2\CC3CCC2(C)C3(C)C)ccc1O (stereo unspecified) | -14% | -1% | 0% | 27% | -5% | u | 4% | -7%
CCN(CC)c1ccc(NC(=O)C2CCC(CNc3c(N4CCCC4)c(=O)c3=O)CC2)c(C)c1 (stereo unspecified) | 0% | 3% | 1% | x | x | x | 5% | -10%
C=CCNC(=O)c1onc(CSc2ccc(F)cc2)c1C(=O)NCCOC | 9% | 5% | 3% | -5% | -3% | -14% | 1% | 1%

Only part of the results is shown; count on the stated rates, not on these rows.
